# 14-3-3 PPI = alters human 14-3-3 gamma binding to Raf peptide. inhibition, % at 40 µM. FP, 14-3-3gamma / TMR-pS259-Raf peptide binding. P61981. 160,000 compounds, 0.19% hits. AID 422; in the data active means inhibition above about 30%;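 further: 0% = protein plus tracer without compound and 100% = blank with tracer alone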
# Target sequence (P61981 whole entry, looked up): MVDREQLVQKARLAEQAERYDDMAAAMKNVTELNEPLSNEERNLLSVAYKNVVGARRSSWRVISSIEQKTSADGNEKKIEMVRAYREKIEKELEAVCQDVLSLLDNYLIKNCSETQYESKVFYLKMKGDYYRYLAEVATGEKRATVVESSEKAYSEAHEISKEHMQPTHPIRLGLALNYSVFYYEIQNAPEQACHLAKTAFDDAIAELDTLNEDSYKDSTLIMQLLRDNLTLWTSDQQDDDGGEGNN
# Active calls of the source: *; & = joins results of further samples. Some of the compounds tested; the hit share may differ from the screen's.
Compound,14-3-3 PPI
CCCCCOc1ccc(Nc2ccc(N3C(=O)CCC3=O)cc2[N+](=O)[O-])cc1,-11
COc1ccc(N(CC(O)CN2CCCCC2)S(=O)(=O)c2ccc(C)cc2)cc1 (centres undefined),-6
CC(C)(C)n1ncc2c(=O)n(CC(=O)N3CCc4ccccc43)cnc21,-4
CCOC(=O)Cc1csc(NC(=O)c2ccc3c(c2)OCO3)n1,-5
Cc1c(NS(C)(=O)=O)c(=O)n(-c2ccccc2)n1C,4
Cc1ccc(NC(=O)c2cc3c(CO)cnc(C)c3oc2=Nc2ccccc2)cc1Cl,-6
Cc1[nH]c2ccc(-c3nnc(SCC(=O)N4CCCc5ccccc54)o3)cc2c1C,-5
O=C(CCC(=O)OCC(F)(F)F)Nc1nc2ccccc2s1,-6
O=C(NCc1ccc2c(c1)OCO2)c1c[nH]c2ccc(S(=O)(=O)Nc3cccc(C(F)(F)F)c3)cc2c1=O,-14
O=C(CSc1nc2ccccc2[nH]1)Nc1ccc(F)cc1,4&6
CCCCOc1ccc(CN(C)c2ncnc(N)n2)cc1,3
Cc1c(C(=O)NC(C)CCc2ccccc2)oc2ccc(S(=O)(=O)N3CCOCC3)cc12 (centres undefined),-1
Cc1ccccc1C(=O)Nc1ccc2nn(-c3cccc(Cl)c3)nc2c1,-18
C=CCn1c(SCc2nc3c(c(=O)[nH]c(=O)n3CCCC)n2CCC)nnc1-c1ccccc1,-1
CC1=C(C(=O)OC2CCCC(C)C2)C(c2cccc(F)c2)NC(=O)N1 (centres undefined),0
Cc1sc2nc(SCC(=O)c3cc(C)n(CC4CCCO4)c3C)n(C(C)C)c(=O)c2c1C (centres undefined),-13
CCOC(=O)c1c(C(C)(C)C)oc2ccc(OCc3ccc(F)cc3)cc12,1
COCCN1C(=O)C(O)=C(C(C)=O)C1c1ccc(C(C)C)cc1 (centres undefined),-7
CCOC(=O)c1ccc(Nc2nc(-c3cc4cc(Cl)ccc4oc3=O)cs2)cc1,-33
COc1ccc(C(=O)OCC(=O)c2ccc(Br)cc2)cc1OC,0
C=CCc1cccc2cc(-c3nc4ccccc4c(=O)[nH]3)c(=O)oc12,3
Cc1c(C(=O)NCc2cccnc2)sc2nc(-c3ccccc3)cn12,-9
CC1CN(C(=O)Cn2cnc3c2c(=O)n(C)c(=O)n3C)CC(C)O1 (centres undefined),-4
COCCn1c(CN2CCN(c3ccc(OC)cc3)CC2)nc2c1c(=O)n(C)c(=O)n2C,-2
N#Cc1c(NC(=O)CCC(=O)O)sc2c1CCCC2,7
S=c1[nH]c(-c2ccc3c(c2)OCO3)cn1-c1cccc(Cl)c1,-32
O=C(Nc1ccc(Cl)cn1)C1(c2ccccc2)CC1(Cl)Cl (centres undefined),-14
CC(=O)C1=C(O)C(=O)N(CC(C)O)C1c1cccc(F)c1 (centres undefined),-4
Cc1ccc(S(=O)(=O)N2CCOCC2)cc1C(=O)Nc1c(C)n(C)n(-c2ccccc2)c1=O,-6
CCCOc1ccc2oc(=O)c3c(c2c1)CCCN3C(=O)CN1CCN(CC)CC1,8
CCOc1ccccc1NC(=O)CCCN1C(=O)c2cccnc2C1=O,-7
CCOC(=O)c1c(-c2ccccc2)csc1NC(=O)CCN1C(=O)c2ccccc2C1=O,-5
COc1cccc(C2NC(=S)NC(C)=C2C(=O)Nc2ccc(C)cc2C)c1 (centres undefined),3
O=C(O)CCC(=O)N1CCN(c2nc3ccccc3s2)CC1,6
COc1ccc(OC)c(Nc2nc(-c3cccs3)cs2)c1,-6
COc1ccc(CNC(=O)CSc2nnnn2Cc2ccccc2)cc1,3
CCOc1ccc2[nH]c(=O)c(CN(Cc3nnnn3CCc3ccccc3)CC3CCCO3)cc2c1 (centres undefined),-5
O=c1c2cc(N3CCOCC3)ccc2nc(SCc2ccccc2F)n1CCc1ccccc1,-5
COc1ccc(N/C(=N\c2nc(C)cc(C)n2)NC(=O)C(C)C)cc1OC,3&2
CC1CCN(S(=O)(=O)c2ccc(Br)s2)CC1,-9
Cc1nc(Cl)c(C(=O)N2CCC(C)CC2)c(C)c1Cl,-4
CCOC(=O)c1c(N)sc(=S)c2c1CCC2,-24
Cc1ccc(N2C(=O)CSC2c2ccc([N+](=O)[O-])cc2)cc1 (centres undefined),4
Cc1ccccc1N1C(=O)c2cccc3c(N(C)CCO)ccc(c23)C1=O,0
CCOc1ccccc1C1C(C(=O)Nc2ccc(C)cc2C)=C(C)Nc2ncnn21 (centres undefined),3
CC(=O)OC(C(=O)NCc1ccc2c(c1)OCO2)c1ccccc1Cl (centres undefined),-4
CCCN(CCC)CCNC(=O)c1cc2c(=O)n(C)c3ccccc3c2n1C,-6
O=C(NCc1ccccc1)C1CCCN(c2nc3ccccc3o2)C1 (centres undefined),2
CCC(C)(C)NC(=O)C(c1ccccc1F)N(Cc1ccco1)C(=O)c1csnn1 (centres undefined),-6
CCCCOC(=O)c1cc(-c2ccccc2)nc2ccc(C)cc12,6

# 2 entries drawn at random from the list so far, as already listed:
Compound,14-3-3 PPI
COc1ccc(N/C(=N\c2nc(C)cc(C)n2)NC(=O)C(C)C)cc1OC,3&2
CCOc1ccccc1C1C(C(=O)Nc2ccc(C)cc2C)=C(C)Nc2ncnn21 (centres undefined),3

# (next part)
Compound,14-3-3 PPI
c1ccc(-n2ncc3c(N4CCOCC4)ncnc32)cc1,-3
COC(=O)C1=C(CSc2nnnn2C)NC(=O)NC1c1cc(C)ccc1C (centres undefined),-7
Cc1c(C(=O)N2CCCCCC2)oc2ccc(S(=O)(=O)N3CCOCC3)cc12,5
Cn1nnnc1SCCNS(=O)(=O)c1ccccc1,4
COC(=O)C1=C(C(=O)OC)SC2(S1)C(C(=O)OC)=C(C(=O)OC)SC1=C2c2cc(C)cc(C)c2NC1(C)C,6
N#Cc1c(N)oc(-c2ccccc2)c1-c1ccccc1,-15
NC(=O)C1Cc2ccccc2CN1S(=O)(=O)c1cccs1 (centres undefined),-4
COC(=O)c1cc2c(=O)n3cccc(C)c3nc2n(Cc2ccccc2)c1=N,-9
COc1ccc(-c2cc(C(F)(F)F)n3nc(C(=O)NC(C)c4ccccc4)c(Cl)c3n2)cc1 (centres undefined),-2
CCOC(=O)NC(=O)CSc1nnc(C)s1,4
O=[N+]([O-])c1ccc(C2NCCc3c2[nH]c2ccccc32)cc1 (centres undefined),3
O=C1c2ccc(Oc3ccc([N+](=O)[O-])cc3)cc2C(=O)N1c1ccncc1,-8
CCCCc1nnc(NC(=O)Cc2ccccc2)s1,-9
CCCCOC(=O)c1cccc(N2C(=O)c3ccc(Br)cc3C2=O)c1,-1
CCOc1ccc2nc(SCc3ccc(OC)cc3)sc2c1,-7
Cc1ccc(-c2nc3cc(NS(=O)(=O)c4ccc(C)cc4)ccc3o2)cc1,2
O=c1oc(-c2ccc(C(F)(F)F)cc2)nc2c1oc1ccc(Br)cc12,-6
CC1=C(C(=O)Nc2cccc(C)n2)C(c2ccc(N(C)C)cc2)C2=C(CC(C)(C)CC2=O)N1 (centres undefined),-6
O=C(CSc1nnc(Cc2cccs2)n1Cc1ccco1)Nc1ccc(Br)cc1,-10
Cc1ccc(NS(=O)(=O)c2ccc(S(N)(=O)=O)cc2)cc1,-4
Cn1c(=O)c2c(nc(SCCN3CCCCC3)n2Cc2ccccc2)n(C)c1=O,-3
CCn1cc(SCC(=O)Nc2ccc(Br)cc2)c2ccccc21,-2
O=C(NCC1COc2ccccc2O1)c1cn(Cc2ccc(F)cc2)nn1 (centres undefined),1
CN1C(=O)N(C)C2NC(=O)NC21 (centres undefined),-11
CC(=O)Nc1nc(-c2ccccc2)nc(C)c1C(C)=O,-4

# A different layout for some results above:
Cc1c(NS(C)(=O)=O)c(=O)n(-c2ccccc2)n1C
  14-3-3 PPI = 4

Cc1ccc(NC(=O)c2cc3c(CO)cnc(C)c3oc2=Nc2ccccc2)cc1Cl
  14-3-3 PPI = -6

Cc1[nH]c2ccc(-c3nnc(SCC(=O)N4CCCc5ccccc54)o3)cc2c1C
  14-3-3 PPI = -5

O=C(CCC(=O)OCC(F)(F)F)Nc1nc2ccccc2s1
  14-3-3 PPI = -6

# (continued)
Compound,14-3-3 PPI
COc1ccc(-c2cn(-c3cccc(Br)c3)c(=O)[nH]2)cc1,-254
COC(=O)C(NC(C)=O)(Nc1ccc(Br)cc1)C(=O)OC,0
COC(=O)c1cnn2c(C)cc(C)nc12,-13
COc1ccc(N2C(=O)CSC2c2ccc(C)cc2)cc1 (centres undefined),-4
Cc1ccc(S(=O)(=O)NCC(=O)N(CC(=O)NC2CCCCC2)Cc2ccco2)cc1,-7
COc1ccccc1NC(=O)CSc1nnc(C)n1Cc1ccccc1,2
NCCc1cnc[nH]1,-2
COc1ccc(CN2CCN(c3ncnc4sc5c(c34)CC(C)CC5)CC2)cc1F (centres undefined),-3
Cc1ccc(-n2c(SCC(=O)c3ccc(Br)cc3)nc3[nH]ncc3c2=O)cc1Cl,-94
O=C(Cn1cnc2ccccc2c1=O)N(Cc1ccco1)c1ccc(O)cc1,0
CCOC(=O)c1ccc(NS(=O)(=O)c2cccc3nsnc23)cc1,-8
Cc1cc(NC(=O)CNC(=O)Cn2cnc3sc4c(c3c2=O)CCCC4)no1,1
COCc1[nH]nc2c1C1(C(=O)Nc3ccc(F)cc31)C(C#N)=C(N)O2 (centres undefined),-6
CCOC(=O)c1c(C)n(C)c2ccc(OC)c(NC(=O)c3cccs3)c12,0
CC(C)OCC(O)Cn1c2ccccc2c2ccccc21 (centres undefined),-7
CCOc1ccccc1CN1C(=O)c2ccccc2C1C(=O)NC1CCC(C)CC1 (centres undefined),0
Cc1ccccc1OCCCC(=O)Nc1sc2c(c1C(N)=O)CCC(C)C2 (centres undefined),-24
COc1cc(NC(=O)c2ccc3c(c2)c(C)c(C)n3C)cc(OC)c1,-2
COc1ccccc1-c1nnc(NC(=O)C(C)C)s1,-5
Cc1ccc(CCNC(=O)c2cccn3c(=O)c4ccccc4nc23)cc1,-3
O=c1c2cc(N3CCOCC3)ccc2[nH]c(=S)n1CCCN1CCN(c2ccccc2F)CC1,-2
CC(=O)C1=NN(c2ccc(C)c(C)c2)C(c2ccc([N+](=O)[O-])o2)N1C(C)(C)C (centres undefined),-1
Cc1ccc(/C(O)=C2\C(=O)C(=O)N(CCN3CCOCC3)C2c2ccco2)cc1 (centres undefined),-18
Nc1c(C(=O)NCc2ccccc2)nnn1Cc1ccccc1,0
O=C(CCSc1ccccc1)Nc1ccc(S(=O)(=O)N2CCCCC2)cc1,-6

# 3 compounds from above, sorted by the value under 14-3-3 PPI, falling.
Compound,14-3-3 PPI
COc1ccccc1NC(=O)CSc1nnc(C)n1Cc1ccccc1,2
COc1ccc(CN2CCN(c3ncnc4sc5c(c34)CC(C)CC5)CC2)cc1F (centres undefined),-3
COC(=O)c1cnn2c(C)cc(C)nc12,-13

# (list continues)
Compound,14-3-3 PPI
CC(C)CCNS(=O)(=O)c1cccc2cccnc12,1
FC(F)(F)c1nc2ccccc2nc1N1CCOCC1,-9
CC1C(=O)C(C)C(c2ccc(F)cc2)NC1c1ccc(F)cc1 (centres undefined),-10
Cc1ccc(C(C(=O)NC(C)(C)C)N(CC2CCCO2)C(=O)Cn2nnc(-c3ccc(C)o3)n2)cc1 (centres undefined),-3
Cc1ccc(NC(=O)CCNC(=O)Cn2cnc3ccccc3c2=O)cc1F,-4
COc1ccc(CCNC(=O)c2ccc3c(c2)nc(C)n3-c2cccc(F)c2)cc1OC,-15
O=C(Oc1ccc2c(c1)oc(=O)c1ccccc12)c1ccccc1Cl,-12
Cc1cn[nH]c1,-2
O=C(c1cc(Oc2ccc(-c3cnc4ccccc4n3)cc2)nc2ccccc12)N1CCCCC1,-55
C=CCc1c(C)c(C#N)c2nc3ccccc3n2c1NCCN(C)C,2
COc1cccc(NC(=O)CSc2nc3c(sc(=S)n3CC3CCCO3)c(=O)n2-c2ccc(F)cc2)c1 (centres undefined),-77
CCOC(=O)C1CN(C(C)(C)C)C(=O)C1=O (centres undefined),-3
CCOC(=O)c1c(C)[nH]c(C(=O)OCC(=O)N2CCN(S(=O)(=O)c3ccccc3)CC2)c1C,-9
Nc1nnc(-c2cc3c(ccc4ccccc43)oc2=O)s1,7
COc1ccc(-c2nc(SCc3ccc(Br)cc3)c3c(=O)n(C)c(=O)n(C)c3n2)cc1,0
Oc1ccc(Br)c(C(Nc2ccccn2)c2ccc3cccnc3c2O)c1 (centres undefined),3
Cn1c(=O)[nH]c(=O)c2c1nc(N1CCCCC1)n2CCSc1nc2ccccc2o1,2
COCCCn1c(=NC(=O)c2ccc3c(c2)OCO3)c(C#N)cc2c(=O)n3cccc(C)c3nc21,-16
COc1cc(CNc2ccc3c(c2)ncn3C)cc(OC)c1OC,2
Clc1cccc2sc(N3CCCCC3)nc12,-8
COCCN1C(=O)c2ccccc2C(C(=O)NCC2CCCO2)C1c1cn(C)c2ccccc12 (centres undefined),-1
O=C(CSc1nc2ccccc2c(=O)n1CC1CCCO1)NCC1CCCO1 (centres undefined),-2&0
CC(C)n1c(N2CCN(CC(=O)NCc3cccs3)CC2)nc2ccccc21,-8
CCn1c(C)c(C(C)=O)c(N2CCC(C(N)=O)CC2)nc1=S,-6
O=C(Nc1cccc(Cl)c1)c1ccc(F)c(S(=O)(=O)N2CCCCCC2)c1,-2
CCn1c(SCC(=O)Nc2ccccc2C(=O)OC)nnc1-c1ccc(N)cc1,1
COCCOC(=O)c1c(C)oc2c1cc(NS(=O)(=O)c1ccc(Br)cc1)c1ccccc12,-45
c1ccc(Nc2ncnc3c2cnn3-c2ccccc2)cc1,-1
O=C(CSc1ncc(-c2ccc(F)cc2)n1Cc1ccco1)Nc1ccc2c(c1)OCO2,-7

# Screening data as filed in PubChem.
